From PubChem BioAssay
SR-BI DiI-HDL act: enhances SR-BI lipid uptake from DiI-HDL; hit rate 0.096% among 320,000; activation, % at 12.5 µM; AID 504775; CHO ldlA[mSR-BI] cells, DiI-HDL uptake fluorescence, 3 h; 100 = double the neutral-control signal;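 active = mean replicate activation of at least 60% and every replicate at or above 60%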;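 also: 0% = median plate neutral-control signal and 100% = twice that signal; values of inactives mirror those of a sister screen read the other way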
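material = CHO ldlA[mSR-BI] cells | medium = Ham's F12 with 0.5% BSA, HEPES 25 mM, pH 7.4 | reagent = fluorescent DiI-HDL, 10 µg/mL final | compound dosing = single-point compound dose | incubation = 3 h, 37 °C | measured by = bottom-read fluorescence, 550/595 nm | measure = HDL uptake via cellular fluorescence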
Arr AP2 block: inhibitors of human beta-arrestin and AP2 interaction | inhibition, % at 10 µM | FITC-arrestin peptide / GST-AP2 beads, flow cytometry; AP2 beta2 appendage carries R879A mutation | hit rate 0.31% among 340,000;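 active = inhibition above a set limit, near 3 SD of compounds lacking own fluorescence, cut at about 54% in these data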;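 also: plate controls were DMSO wells for no effect and 5 µM unlabelled arrestin peptide for full effect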
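Material – GST-tagged AP2 beta2-adaptin appendage (R879A) on 4 µm glutathione beads · Probe or stimulus – fluorescein-tagged arrestin peptide at 50 nM final · Timing – 12 min plus 1 h, RT · Detection – bead flow cytometry, FITC channel · Read-out basis – inhibition as reduced fluorescein signal on beads, percent · Medium – PBS plus Tween 20 (0.05%) and BSA (0.1%)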
PKA-R2B act: activators of human PKA-R2B complex; hit rate 0.079% among 340,000; activation, % at 11.4 µM; PKA-R2B holoenzyme dissociation, Cy5-IP20 fluorescence polarization; R2B truncated from residue 108, S112A mutant; 0% DMSO only, 100% 113 µM cGMP;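 active = activation above a cutoff set at the mean over all compounds plus 3 SD, cut at about 18% in these data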;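 also: higher means more holoenzyme dissociation and a rise in polarization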
NSD2 HMT inh: inhibitors of human histone methyltransferase NSD2 | inhibition, % at 12.5 µM | O96028 | AID 743445 | hit rate 0.54% among 310,000 | NSD2 peptide methylation, AlphaScreen, 120 min; in the data active = inhibition above about 50%
Target sequence (O96028 whole entry, looked up): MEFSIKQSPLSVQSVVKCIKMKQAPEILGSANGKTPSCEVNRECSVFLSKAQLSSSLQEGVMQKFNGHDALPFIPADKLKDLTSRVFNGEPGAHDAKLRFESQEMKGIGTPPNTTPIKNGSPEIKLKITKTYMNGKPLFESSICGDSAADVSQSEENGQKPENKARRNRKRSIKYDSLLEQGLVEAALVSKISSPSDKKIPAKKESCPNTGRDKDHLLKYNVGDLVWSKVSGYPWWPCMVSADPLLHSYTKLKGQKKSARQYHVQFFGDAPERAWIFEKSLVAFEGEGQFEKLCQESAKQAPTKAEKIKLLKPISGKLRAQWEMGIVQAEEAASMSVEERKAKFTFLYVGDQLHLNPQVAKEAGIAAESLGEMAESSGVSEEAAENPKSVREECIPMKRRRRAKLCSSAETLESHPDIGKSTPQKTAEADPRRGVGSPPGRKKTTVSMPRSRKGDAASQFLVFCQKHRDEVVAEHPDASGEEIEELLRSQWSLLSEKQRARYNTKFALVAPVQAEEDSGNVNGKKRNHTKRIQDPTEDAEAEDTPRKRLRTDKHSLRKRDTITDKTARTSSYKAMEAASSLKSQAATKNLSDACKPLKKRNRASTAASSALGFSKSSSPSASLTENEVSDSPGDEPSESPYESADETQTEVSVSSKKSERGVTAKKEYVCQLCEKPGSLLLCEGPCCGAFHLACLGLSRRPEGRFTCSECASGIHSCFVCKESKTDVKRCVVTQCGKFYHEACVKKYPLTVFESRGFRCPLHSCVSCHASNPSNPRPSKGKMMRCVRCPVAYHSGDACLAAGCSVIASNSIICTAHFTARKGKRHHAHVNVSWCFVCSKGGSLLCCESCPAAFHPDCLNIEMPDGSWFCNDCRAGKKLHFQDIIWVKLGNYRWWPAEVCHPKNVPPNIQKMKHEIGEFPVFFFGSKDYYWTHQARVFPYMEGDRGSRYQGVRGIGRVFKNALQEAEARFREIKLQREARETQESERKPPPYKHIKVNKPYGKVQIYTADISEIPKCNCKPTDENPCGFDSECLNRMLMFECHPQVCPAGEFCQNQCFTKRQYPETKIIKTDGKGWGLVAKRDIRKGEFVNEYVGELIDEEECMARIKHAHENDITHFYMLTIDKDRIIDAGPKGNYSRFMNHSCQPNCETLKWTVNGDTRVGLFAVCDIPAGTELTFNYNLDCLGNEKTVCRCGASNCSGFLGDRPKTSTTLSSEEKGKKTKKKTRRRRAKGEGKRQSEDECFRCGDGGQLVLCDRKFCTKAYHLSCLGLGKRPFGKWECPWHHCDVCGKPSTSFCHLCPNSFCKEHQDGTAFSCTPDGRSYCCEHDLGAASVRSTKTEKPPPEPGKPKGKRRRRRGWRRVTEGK
SR-BI DiI inh: blocks mouse SR-BI lipid uptake from DiI-HDL | Q61009 | ldlA[mSR-BI] CHO cells, DiI-HDL uptake fluorescence, 3 h | inhibition, % at 12.5 µM | hit rate 0.96% among 320,000 | AID 488896;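 active = mean replicate inhibition of at least 70% and a set share of replicates each scoring 70 or more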;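 also: 0% = median of neutral control wells and 100% = median of positive control wells; values of inactives mirror those of a sister screen read the other way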
Cardiac RTF inh: cardiac RTF calcium desensitization | hit rate 0.12% among 340,000 | inhibition, % at 7.15 µM | IANBD-labeled cardiac RTF, Ca2+ fluorescence | P19429+P45379;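 active = inhibition above the mean inhibition of all tested compounds plus 3 SD, cut at about 17% in these data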;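 also: assay run at fixed EC70 calcium of 1.6 mM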
DAGLB inhibitor: blocks human DAGLB lipase activity. Q8NCG7. HEK293T DAGLB membrane lysate, EnzChek fluorogenic substrate. inhibition, % at 5.17 µM. hit rate 0.059% among 340,000. AID 504411; in the data active = inhibition above about 34%;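 also: 0% = enzyme with vehicle and 100% = wells lacking enzyme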
Keap1-Nrf2 PPI: inhibitors of human Keap1-Nrf2 protein-protein interaction. Keap1 Kelch-Nrf2 peptide fluorescence polarization, 1536-well. inhibition, % at 9.4 µM. AID 504523. hit rate 0.15% among 340,000. Q14145; in the data active = inhibition above about 12%;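 also: human Keap1 Kelch domain with fluorescein labeled Nrf2 9mer peptide probe; 0% = neutral control wells and 100% = peptide positive control; higher means more block of Keap1 binding to Nrf2 peptide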
PvdQ inh: P. aeruginosa PvdQ acylase inhibition | purified PvdQ acylase, fluorescence plate reader | inhibition, % at 10 µM | hit rate 0.063% among 340,000; in the data active = inhibition above about 30%, passing the limit was not always enough;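 also: 0% = vehicle neutral wells and 100% = reference inhibitor wells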
LANA DNA inh: KSHV C-LANA DNA binding inhibition. MBP-C-LANA/FAM-LBS DNA binding, fluorescence polarization. inhibition, % at 9 µM. hit rate 0.078% among 340,000;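 active = highest replicate inhibition at or above 60% at 9 µM, even if other replicates fall short; inactive = all replicates below 60% inhibition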;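 also: 0% = neutral control wells and 100% = 4 µM acridine orange control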
* marks the source's active call; other numbers are inactive results; . = not tested or not shown.

SMILES	SR-BI DiI-HDL act	Arr AP2 block	PKA-R2B act	NSD2 HMT inh	SR-BI DiI inh	Cardiac RTF inh	DAGLB inhibitor	Keap1-Nrf2 PPI	PvdQ inh	LANA DNA inh
Cc1cccc(NC(=S)N/N=C2\CC(C)(C)Oc3ccc(O)cc32)c1	-29	-4	0	-1	29	-3	2	3	-8	0.0
O=C(OCC(=O)N1CCc2ccccc2C1)c1cccc([N+](=O)[O-])c1	4	5	-12	.	-4	-3	-2	-4	9	-0.7
Cc1cccc(N2CCN(C(=O)c3ccc(Cl)c(S(=O)(=O)N4CCc5ccccc5C4)c3)CC2)c1C	-7	-8	-2	21	7	2	-12	-4	-12	-0.6
O=C(CSc1ccc(-c2cccs2)nn1)NCCc1ccccc1	6	-28	-3	-2	-6	11	0	-2	-3	-0.6
COc1ccc(S(=O)(=O)N(C)CC(=O)NCCC2=CCCCC2)cc1	16	1	-1	-2	-16	-2	1	-3	0	0.3
O=C(CSc1ccc(Cl)cc1)Nc1ccc(N2CCN(c3ccccc3)CC2)c(F)c1	7	-8	2	5	-7	-6	-1	-3	-14	-0.5
O=C(CCSc1ccccc1)NCCSCc1ccccc1	10	5	2	1	-10	-12	-7	3	-4	-0.3
OC(COc1ccc2c(c1)OCO2)CN1CCN(c2ccc(F)cc2)CC1 (stereo not drawn)	-13	-6	-4	-4	13	1	-1	-2	-18	1.5
COc1ccc(-c2nnc(SCC(=O)c3ccco3)n2-c2ccccc2)cc1	-27	11	-2	-3	27	-5	-1	3	-5	0.6
Cc1ccc(OCCOc2ccc(Br)cc2/C=N\NC(N)=O)cc1	-26	12	6	-3	26	0	-3	-3	-16	1.3

The final 3 records of the part before come first, to join the parts:
SMILES	SR-BI DiI-HDL act	Arr AP2 block	PKA-R2B act	NSD2 HMT inh	SR-BI DiI inh	Cardiac RTF inh	DAGLB inhibitor	Keap1-Nrf2 PPI	PvdQ inh	LANA DNA inh
OC(COc1ccc2c(c1)OCO2)CN1CCN(c2ccc(F)cc2)CC1 (stereo not drawn)	-13	-6	-4	-4	13	1	-1	-2	-18	1.5
COc1ccc(-c2nnc(SCC(=O)c3ccco3)n2-c2ccccc2)cc1	-27	11	-2	-3	27	-5	-1	3	-5	0.6
Cc1ccc(OCCOc2ccc(Br)cc2/C=N\NC(N)=O)cc1	-26	12	6	-3	26	0	-3	-3	-16	1.3
c1ccc(-c2ccccc2OCCOCCN2CCNCC2)cc1	15	18	-4	-2	-15	2	0	0	-2	-1.3
CC(C)OP(=O)(c1ccc(N(C)C)cc1)C(O)c1ccccc1 (stereo not drawn)	42	3	-5	-3	-42	-8	-2	-5	-8	0.4
CC(C)Oc1ccc(OCCn2c(=S)[nH]c3c(N)ncnc32)cc1	-2	-24	-14	3	2	-11	4	-5	-5	0.2
CCOC(=O)c1c(C)[nH]c(C(=O)OCC(=O)N(CC(C)C)c2c(N)n(Cc3ccccc3)c(=O)[nH]c2=O)c1C	-44	0	-4	0	44	-21	3	-35	-14	-6.0
CCC(C)c1ccc(NC(=S)N2CCN(c3ccccn3)CC2)cc1 (stereo not drawn)	-16	-14	-8	2	16	0	-2	2	-18	1.2
C/C(=N/NC(=O)c1ccoc1C)c1ccc(N2CCOCC2)cc1	6	8	-8	-3	-6	4	-3	-4	-27	2.2
O=C(CN1CSCC1=O)N1CCN(S(=O)(=O)c2cc(C(F)(F)F)ccc2Cl)CC1	6	-1	10	-1	-6	-3	-1	1	-5	-0.9
CCOC(=O)C(C)Sc1ncc(-c2ccccc2)cn1 (stereo not drawn)	4	11	9	3	-4	-6	-12	1	-13	0.8
CN(C)S(=O)(=O)c1cccc(COc2ncnc3c(Cl)cc(Cl)cc23)c1	-1	-14	1	0	1	-1	2	-2	-18	1.1
COc1ccc(NC(=O)CN2CCN(CC(=O)Nc3ccc4c(c3)OCO4)CC2)cc1	-38	-4	1	-2	38	-3	2	-2	-11	-1.6
O=C(N1CCN(Cc2ccccc2)CC1)C12CC3CC(CC(C3)C1)C2	1	-2	-9	7	-1	4	-1	-3	-1	0.7
Cc1ccc(NC(=O)c2ccc(Cl)c(S(=O)(=O)N3CCCCC3)c2)nc1	-19	12	5	-1	19	4	-1	1	-4	-0.8
CCC(C(=O)NC1CC1)n1nc(C)c2c(C)n(-c3ccc(C)cc3)nc2c1=O (stereo not drawn)	5	-3	-12	-7	-5	-6	0	-2	3	0.0
COc1ccc(NC(=O)C(CC(C)C)NC(=O)C2CCCCC2)c(OC)c1 (stereo not drawn)	-82	-7	-3	.	82*	14	0	3	4	1.2
O=C(CC1C(=O)NCCN1C(=O)c1ccc([N+](=O)[O-])cc1)Nc1ccc(F)cc1 (stereo not drawn)	16	24	1	-5	-16	-6	0	6	-1	0.6
COCc1nnc(NC(=O)c2cccc(NC(=O)c3ccccc3)c2)s1	7	20	-6	0	-7	-4	-5	-1	4	-2.4
Cc1cc(C(=O)CCC(=O)N2CCN(c3ccccc3O)CC2)c(C)s1	-27	-9	-12	1	27	-4	-2	-4	-11	-0.5
Nc1nc(CSc2n[nH]c(-c3ccccc3)n2)nc(Nc2ccccc2)n1	-22	12	-3	2	22	0	1	0	5	-0.1
O=C(Cc1nc2ccccc2[nH]1)NCc1ccco1	2	6	-9	-2	-2	-2	1	-5	-23	0.7
O=C(NCc1ccco1)/C(=C\c1ccco1)NC(=O)c1ccc(Br)o1	20	1	-5	-2	-20	-3	2	-3	-5	-1.0
O=C(c1ccc(CS(=O)Cc2ccc(Cl)cc2)o1)N1CCN(c2ccc(F)cc2)CC1 (stereo not drawn)	.	-3	0	6	28	-3	2	-4	-11	-2.9
CCN(CC)CCNC(=O)c1c(O)c2cc(OC)c(OC)cc2[nH]c1=O	39	31	-1	-2	-39	-11	4	-6	-4	-1.3
CCOc1ccc(N2C(=O)CC(NCCNc3ccc(C(=O)c4cccs4)cc3)C2=O)cc1 (stereo not drawn)	.	3	-2	-1	.	-7	1	0	-7	0.7
CC1CCCCN1S(=O)(=O)c1ccc2c(c1)CCN2C(=O)CCC(=O)O (stereo not drawn)	3	9	11	1	-3	-9	2	1	-5	0.3
CC1CCN(S(=O)(=O)CCNC(=O)c2ccc(F)cc2)CC1	32	-5	5	-3	-32	-4	2	5	-11	1.0
CCCCNC(=O)c1ccccc1NC(=O)CN(c1ccccc1)S(=O)(=O)N(C)C	-5	34	-15	-2	5	-7	-1	2	-2	0.4
CCOC(=O)COc1cccc2c(=O)n(CC(=O)NCCc3ccccc3)ccc12	0	7	-2	.	0	1	-1	-2	-8	0.8
O=C(Cc1ccccc1)NCC(=O)N/N=C/c1cccs1	10	-4	-5	.	-10	-4	4	-4	8	-1.0
CC(=O)C1=C(O)C(=O)N(c2ccc(Br)cc2)C1c1ccc([N+](=O)[O-])cc1 (stereo not drawn)	-2	7	-1	2	2	-2	17	-1	-3	0.7
CC(C)(CNC(=O)c1cccc(NS(=O)(=O)c2ccc(Br)cc2)c1)N1CCOCC1	6	-3	6	1	-6	-2	-2	-2	-15	0.7
COc1ccc(-c2nnc(SCC(=O)N3CCc4ccccc4C3)o2)cc1	14	-1	-7	-9	-14	0	-2	4	-4	0.6
CCOC(=O)c1cnc2ccc(C(=O)OC)cc2c1Nc1cccc(C(=O)O)c1	39	-7	-6	-2	-39	3	-2	-2	-7	3.2
COC(=O)c1cccc(Nc2cc(C)nc(-c3ccccc3O)n2)c1	-58	-8	-14	39	58	-1	-7	-5	-5	1.3
Cc1ccc(C(C)C)c(OCC(=O)NC(=S)Nc2ccccc2N2CCOCC2)c1	-56	-8	-2	0	56	-8	-14	-1	-7	-0.9
Cc1[nH]n(-c2ccccc2)c(=O)c1N=Nc1cccc(S(=O)(=O)N2CCOCC2)c1	-3	14	-2	2	3	-5	0	-6	5	0.6
Cc1ccc(C(=O)OCC(=O)Nc2cccc(S(=O)(=O)NC3=NCCCCC3)c2)c(C)c1	24	-4	-13	0	-24	2	1	-7	0	2.6
COC(=O)c1c[nH]c(=S)n1Cc1ccccc1	8	-23	-4	0	-8	-15	-5	-2	-14	9.6
Cc1ccc(S(=O)(=O)N2CCCCC2)cc1NC(=O)Cn1ccsc1=N	-7	-13	-1	-2	7	-4	0	0	-11	0.0
CC(=O)N1c2ccc(S(=O)(=O)N3CCC(C(=O)Nc4ncccc4C)CC3)cc2CC1C (stereo not drawn)	26	1	-2	-3	-26	-2	0	-2	-12	-1.1
COc1cccc(CNC(=O)Cn2ccc3cc(S(=O)(=O)N4CCC(C)CC4)ccc32)c1	-20	0	-7	-3	20	-11	-1	-3	-9	-0.1
C=CC[n+]1c(C)csc1Nc1cccc(Br)c1	-7	-3	7	18	7	-24	-5	-3	-12	0.1
CSc1nc2c(c(C(F)(F)F)n1)CC(C)CC2 (stereo not drawn)	-15	-2	3	5	15	2	1	1	-3	0.6
COc1ccc(NC(C)=O)cc1NC(=O)c1cccc(S(=O)(=O)N2CCc3ccccc32)c1	-62	-12	1	1	62	-4	3	-7	-13	-0.6
Cc1ccc(NC(=O)CNC(=O)OCc2ccccc2)cc1C	21	1	5	-5	-21	-6	2	1	-2	-0.3
Cc1nn(C)c(C)c1NS(=O)(=O)c1ccc(N2CCCC2=O)cc1	7	-3	6	-1	-7	-7	0	-1	-12	0.2
CCOC(=O)C1=C(C)N=c2s/c(=C\c3ccc(OCC(=O)O)c(OC)c3)c(=O)n2C1c1ccc(OC)cc1 (stereo not drawn)	7	-7	1	-1	-7	-10	-3	-7	-12	-0.5
CN(C)S(=O)(=O)c1ccc(Cl)c(C(=O)Nc2nc3ccccc3[nH]2)c1	1	52	1	-5	-1	-5	-1	2	4	-0.5
COc1ccc(CCNC(=O)c2coc3ccccc3c2=O)cc1	-9	23	-2	-2	9	5	-1	-2	-1	1.7
Cc1ccc2nc(SCC(=O)O)nc(C)c2c1	17	5	20*	-1	-17	-2	-4	-1	7	0.4
CCOC(=O)Cn1cc(Cl)c(=O)c(Cl)c1	19	2	2	-4	-19	-2	0	-3	-16	-0.3
Next section:
SMILES	SR-BI DiI-HDL act	Arr AP2 block	PKA-R2B act	NSD2 HMT inh	SR-BI DiI inh	Cardiac RTF inh	DAGLB inhibitor	Keap1-Nrf2 PPI	PvdQ inh	LANA DNA inh
COc1ccc(CN2CCNC(=O)C2CC(=O)NCCCn2cccn2)cc1C (stereo not drawn)	15	50	-2	7	-15	0	-3	-1	1	0.0
CC(C)(C)N(Cc1cc2ccccc2[nH]c1=O)C(=O)c1cccnc1	-1	3	8	2	1	-4	1	-1	1	0.4
COc1cccc(C(=O)N2CCN(Cc3ccccc3Br)CC2)c1	-9	33	-2	-1	9	-8	-3	-1	3	0.8
COc1ccc(-c2nc(N)n[nH]2)cc1OC	-5	-1	-5	33	5	-6	1	2	11	-0.4
CCN(CC(=O)NC1CCS(=O)(=O)C1)S(=O)(=O)c1cccc(C(C)=O)c1 (stereo not drawn)	6	1	-2	3	-6	-2	-2	0	-6	0.9
